# M1 ag: human M1 muscarinic receptor agonists, primary screen, Fluo-8 calcium fluorescence, CHO-K1 cells, HTS; 360,000 tested, 0.33% active; activation, % at 3 µM; Muscarinic acetylcholine receptor M1 (Homo sapiens), P11229; CHO-K1 hM1, agonist mode; 0% DMSO, 100% acetylcholine EC100; AID 588814, 2011;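 active = activation above the run's mean compound activation plus 3 SD, cut at about 16% in these data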;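 note: peak over basal fluorescence ratio within a 140 s kinetic read after compound addition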
# Target sequence (P11229 whole entry, looked up): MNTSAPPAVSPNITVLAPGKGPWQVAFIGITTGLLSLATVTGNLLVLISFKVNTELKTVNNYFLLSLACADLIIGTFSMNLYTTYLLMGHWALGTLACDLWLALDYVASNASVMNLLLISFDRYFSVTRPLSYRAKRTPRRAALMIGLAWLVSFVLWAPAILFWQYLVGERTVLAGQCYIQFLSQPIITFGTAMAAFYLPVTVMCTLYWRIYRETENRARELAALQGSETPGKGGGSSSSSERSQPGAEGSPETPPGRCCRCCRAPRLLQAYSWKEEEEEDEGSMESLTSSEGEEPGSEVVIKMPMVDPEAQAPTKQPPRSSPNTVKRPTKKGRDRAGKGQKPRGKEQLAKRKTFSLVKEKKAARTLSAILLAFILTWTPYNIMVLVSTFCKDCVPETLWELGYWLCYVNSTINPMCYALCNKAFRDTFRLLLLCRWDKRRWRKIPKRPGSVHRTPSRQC
# TAAR1 antagonist: human TAAR1 antagonists, primary screen, Fluo-8 calcium fluorescence, CHO RD-HGA16 cells; Trace amine-associated receptor 1 (Homo sapiens), Q96RJ0; antagonist; inhibition, % at 3 µM; 360,000 tested, 1.5% active;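 active = inhibition above a per-plate cutoff, the mean inhibition of test compounds on that plate plus 3 SD, cut at about 49% in these data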;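 note: 0% = DMSO plus EC80 beta-PEA response and 100% = DMSO alone without agonist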
# Target sequence (Q96RJ0 whole entry, looked up): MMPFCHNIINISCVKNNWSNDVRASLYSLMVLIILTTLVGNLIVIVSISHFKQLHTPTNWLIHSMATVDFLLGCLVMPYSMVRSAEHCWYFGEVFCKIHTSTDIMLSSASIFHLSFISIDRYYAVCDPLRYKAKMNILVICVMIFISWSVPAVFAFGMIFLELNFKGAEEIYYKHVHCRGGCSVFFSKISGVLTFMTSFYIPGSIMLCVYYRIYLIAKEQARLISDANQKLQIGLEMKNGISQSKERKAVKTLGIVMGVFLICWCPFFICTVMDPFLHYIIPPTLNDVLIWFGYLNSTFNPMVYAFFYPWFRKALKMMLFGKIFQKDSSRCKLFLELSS
#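 System: RD-HGA16 CHO cells with stable hTAAR1 and Gα16 | Probe or stimulus: EC80 β-phenethylamine stimulus | Dosing: 3 µM, single point | Times: Dye loading 75 min at 37 °C, then 30 min room temperature | Measured by: Fluo-8 calcium-sensitive fluorescence | Read-out basis: % inhibition of agonist calcium response | Replicates: n of 1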
# CHO parental Ca: ATP-evoked calcium signal inhibitors, parental CHO, primary screen, counter-screen for OX1R antagonist project, cell-based, fluorescence, Fluo-8 calcium dye | AID 463079, 2010 | inhibition, % at 5.6 µM | 330,000 tested, 0.63% active | parental CHO-K1, ATP-induced calcium, Fluo-8 fluorescence;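 active = inhibition above that plate's mean sample inhibition plus 3 SD, cut at about 26% in these data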;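 note: 0% = ATP-challenged DMSO wells and 100% = DMSO wells without ATP; some compounds past the cut are filed as inactive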
#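 Material: parental CHO cells / Compound: single nominal dose of 5.6 µM per compound / Signal: Fluo-8 fluorescence / Replicates: singlicate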
# CHRM1 PAM: human M1 muscarinic receptor positive allosteric modulators, primary screen, CHO-K1 cells, Fluo-8 calcium fluorescence, 1536-well; Muscarinic acetylcholine receptor M1 (Homo sapiens), P11229; CHO-K1 hM1, ACh EC20; 0% = ACh EC20, 100% = maximal ACh; activation, % at 3 µM; 360,000 tested, 0.088% active; AID 588819, 2011; in the data active = activation above about 19%, passing the limit was not always enough
# TAAR1 agonist: human TAAR1 agonists, primary screen, Fluo-8 calcium fluorescence, CHO RD-HGA16 cells; activation, % at 3 µM; vehicle wells 0%, saturating PEA agonist 100%; 360,000 tested, 0.99% active; Trace amine-associated receptor 1 (Homo sapiens), Q96RJ0;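 active = activation above the mean activation of all test compounds in the run plus 3 SD, cut at about 38% in these data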
#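 Test system: RD-HGA16 (CHO) cells co-expressing Gα16 and hTAAR1; dosing: one-point dosing at 3 µM (nominal); timing: 17-24 h seeding, 75 min 37 °C dye, 30 min RT; signal: kinetic Fluo-8 calcium fluorescence; read-out basis: % activation relative to PEA EC100 response; controls: DMSO and PEA EC100; replicates: n 1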
# CHO-K1 Ca antag: counter-screen for M1 antagonists: effect in parental CHO-K1 cells | inhibition, % at 3 µM | 360,000 tested, 0.6% active | AID 602250 | ATP-induced calcium, Fluo-8 fluorescence;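 active = inhibition above a per-plate cutoff, the plate's mean sample inhibition plus 3 SD, cut at about 24% in these data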;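 note: 0% = DMSO plus EC80 ATP and 100% = DMSO alone without ATP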
# M1 PAM parental: nonselective calcium activators in parental CHO-K1 cells, primary screen, counter-screen for M1 PAM project, cell-based, Fluo-8 calcium fluorescence, full deck, 1536-well; ATP EC20; 0% at ATP EC20, 100% at ATP max; activation, % at 3 µM; 360,000 tested, 0.02% active; AID 602247, 2012;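 active = activation above the run cutoff, the mean activation of all test compounds plus 3 SD, cut at about 40% in these data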;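 note: peak over basal fluorescence ratio in a 140 s read after ATP addition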
# CHRM1 antagonist: human M1 muscarinic receptor antagonists, primary screen, CHO-K1 cells, Fluo-8 calcium fluorescence, 1536-well; CHO-K1 hM1, ACh EC80 antagonist; inhibition, % at 3 µM; 360,000 tested, 1.3% active;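 active = percent inhibition above its own plate's cutoff, namely the mean of that plate's compound wells plus 3 SD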;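 note: peak over basal fluorescence ratio during 140 s after agonist addition; 0% = ACh EC80 plus DMSO and 100% = DMSO alone without agonist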
# CHO-K1 Ca ag: counter-screen for M1 agonists: effect in parental CHO-K1 cells; Fluo-8 calcium fluorescence; scaled to maximal ATP response, vehicle zero; activation, % at 3 µM; 360,000 tested, 0.48% active; in the data active = activation above about 15%;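 note: untransfected CHO-K1 host cells lacking M1 receptor as counterscreen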
# Starred values were filed as active, the others as inactive; nt = no result given.
SMILES,M1 ag,TAAR1 antagonist,CHO parental Ca,CHRM1 PAM,TAAR1 agonist,CHO-K1 Ca antag,M1 PAM parental,CHRM1 antagonist,CHO-K1 Ca ag
COc1ccc(-c2onc(C)c2-c2ccccc2)c(O)c1,1,-4,-14,-2,8,1,8,-20,1.1
S=c1[nH]nc(-c2ccc(Cl)cc2)n1/N=C/C=C/c1ccco1,-3,-33,-21,4,0,2,19,-11,7.6
CCN(CC)CCNC(=O)Cn1c(=O)c2cccn2c2ccc(F)cc21,-4,2,nt,7,0,-17,3,-10,1.4
CCN(CC(=O)Nc1c(F)cccc1F)C(=O)c1ccccc1F,-4,-2,4,6,25,6,-5,3,1.2
Cc1nc(Sc2ccc(Cl)cc2)c(C#N)c(C)c1[N+](=O)[O-],-5,-9,-12,-5,-1,-4,7,2,7.5
O=NN(Cc1cccnc1)C(=O)NC1CCCCC1,-8,-3,nt,-3,2,1,12,5,1.1
Clc1ccc(N=C2SCCS2)cc1,1,-20,8,18,-1,-8,6,-3,-0.3
CN1CCN(CC#CCC2(O)c3ccccc3-c3ccccc32)CC1,-6,-7,-5,10,3,-17,25,-9,1.4
O=C(c1ccccc1F)N(Cc1ccccc1)C1CCS(=O)(=O)C1 (stereo not drawn),0,-2,-10,5,5,-8,3,-3,0.7
Cc1ccc2c(CSc3nnnn3C)cc(=O)oc2c1,-4,-13,-1,1,2,-11,13,-2,0.3
OCC1CCCN(Cc2ccc(-c3ccccc3)cc2)C1 (stereo not drawn),-7,11,-9,-11,8,0,3,10,0.3
CN(Cc1ccsc1)C(=O)CCc1nnc(Cc2c[nH]c3ccccc23)o1,-4,2,-20,-4,7,0,4,1,0.4
COc1ccccc1Oc1ccccc1[N+](=O)[O-],-3,-12,-10,2,0,-6,12,-6,0.4
COc1ccc(NS(=O)(=O)c2ccc(N3CCOCC3)c(NC(=O)c3ccco3)c2)cc1,-1,-27,-18,16,5,-11,14,-16,0.3
[O-]/C(=C(\C(=S)Nc1ccc(SC(F)F)cc1)[n+]1cccc(CO)c1)c1ccc(Cl)s1,-8,-1,-1,0,3,-2,5,3,0.4
Cc1ccc(-n2ncc3c(NCc4ccccn4)ncnc32)c(C)c1,-1,-10,-5,-2,0,6,7,5,2.0
COC(=O)CCC(=O)N1CCC(CCC(=O)NCc2ccc(F)cc2)CC1,-3,-8,nt,6,2,-11,15,-18,0.6
C/C(=N/NC(=O)CNC(=O)/C=C/c1ccccc1)c1ccco1,-2,-11,-12,9,-1,-14,4,-3,0.0
Cc1cccn2c(=O)c3cc(C#N)c(=N)n(CCCN4CCOCC4)c3nc12,-5,-21,-16,5,2,2,14,-8,0.0
Oc1ccc(C[C@@H]2CNCCN2CCCCC2CCCCC2)cc1,0,3,20,14,43*,0,10,1,5.6
O=c1c2ccccc2nc(-c2cccs2)n1-c1ccc2ccccc2c1,-4,8,-17,-4,0,-1,2,11,1.8
COc1ccc(C(=O)COC(=O)c2cc(C)no2)c(OC)c1,-2,8,-3,9,12,-4,-17,7,-0.1
COc1ccc(CC(=O)NCC2CCCN(Cc3cccc(SC)c3)C2)cc1 (stereo not drawn),-8,11,-18,6,1,-11,16,-14,1.4
COc1ccc(N2CCN(C(=O)CCc3ccccc3OC)CC2)cc1,-4,0,-6,3,0,-14,5,-10,3.0
O=C(Cc1ccc(Cl)cc1)NC(=S)Nc1ccccc1O,52*,104*,39*,-17,138*,31*,-5,65*,29*

# Next section.
SMILES,M1 ag,TAAR1 antagonist,CHO parental Ca,CHRM1 PAM,TAAR1 agonist,CHO-K1 Ca antag,M1 PAM parental,CHRM1 antagonist,CHO-K1 Ca ag
CCc1c(O)nc(SCC(N)=O)n(-c2ccccc2F)c1=O,-4,-4,-11,7,11,-8,21,-12,0.5
CN(C)CCN(Cc1ccco1)S(=O)(=O)c1ccc(-c2ccc(=O)[nH]n2)s1,-5,-7,-6,17,0,5,-12,-8,-0.2
CC(=O)N1Cc2cc(C(=O)NCc3cccc(F)c3)nc(-c3cccc(C4=CCCCC4)c3)c2[C@H]1CCO,nt,18,nt,nt,15,-9,9,nt,2.8
Cc1cc(C)n(-c2nc3c(c(=O)[nH]c(=O)n3C)n2CCc2ccccc2)n1,0,-13,-10,3,5,5,4,-3,0.4
CCc1ccc(NC(=O)CSc2ccc(-c3ccccn3)nn2)cc1,-4,-33,0,6,1,-12,17,-11,1.3
COc1cc(NC(=O)c2ccccc2F)ccc1NC(=O)c1cc2ccccc2o1,-2,-25,nt,14,10,1,6,-18,0.4
CCOC(=O)N1CCN(Cc2nc3c(c(=O)n(C)c(=O)n3C)n2CCCc2ccccc2)CC1,-6,15,-4,6,6,-10,20,-6,1.3
CCOC(=O)N1CCN(C(=O)c2cc3c(s2)-c2c(C)cccc2OC3)CC1,-4,-19,-27,12,-1,-22,7,-9,1.5
N#Cc1cccc(OC(=O)C2CCN(C(=O)c3ccc(F)cc3)CC2)c1,-6,-4,nt,2,0,-4,10,-7,1.4
Brc1ccc(-c2c[n+]3c(n2-c2ccccc2)SCC3)cc1,-9,-26,-2,-26,7,-1,-10,73*,0.0
Nc1nnc(/C=C/c2ccccc2Cl)s1,-5,5,-10,7,1,-20,21,-13,0.1
CC1CCCC(C)N1C(=O)COc1ccc(F)cc1 (stereo not drawn),-8,0,-11,12,1,-8,-1,-3,0.2
O=C(NCc1cccnc1)c1cc(Cl)ccc1[N+](=O)[O-],-7,-7,-2,0,1,-8,20,2,0.5
CN(C)S(=O)(=O)c1cccc(NC(=O)CCNC(=O)c2ccccc2Cl)c1,-5,-17,-22,2,3,6,1,-2,0.5
O=C(Nc1ccc(Cl)cn1)c1ccc(-c2ccc(Cl)c(Cl)c2)o1,-2,-18,-12,8,0,5,10,-6,0.5
CC1CCCCC1NC(=O)c1ccc2c(c1)OCCO2 (stereo not drawn),-3,-12,-7,5,0,-22,-2,-10,-0.1
O=C(Nc1n[nH]c(=S)s1)c1ccco1,1,5,-1,3,-1,3,7,-5,-0.1
Nc1cccc(-c2ccc(CO)o2)c1,-4,-3,-3,8,6,-11,18,-6,0.3
O=C(O)C1CC(=O)N(c2ccc(Br)cc2)C1 (stereo not drawn),-2,14,-9,6,5,-5,11,-6,0.4
c1ccc(NC(c2ccccc2)c2ccncc2)cc1 (stereo not drawn),-3,-14,-8,2,8,-3,21,-16,0.3
C/C(NC(=O)c1ccccc1)=C1/C(=O)CC2C1C2(C)C (stereo not drawn),-3,-1,-21,0,10,-9,15,-16,0.0
CCOC(=O)N1CCC(Nc2c(Nc3ccc(F)cc3)c(=O)c2=O)CC1,-3,-1,-1,10,5,-11,17,-18,1.3
CCOC(=O)C(=O)Nc1nnc(SCc2ccc(F)cc2)s1,-5,-17,-8,12,3,4,8,-7,0.8
CCOc1ccccc1N/C=C/C(=O)C(C)(C)C,-3,-8,-5,5,4,-5,19,-1,0.8
O=C(O)CC(CNC(=O)C1CCCN1C(=O)OCc1ccccc1)c1ccccc1 (stereo not drawn),-3,-15,nt,4,3,-10,-6,-8,0.7

# Next section.
SMILES,M1 ag,TAAR1 antagonist,CHO parental Ca,CHRM1 PAM,TAAR1 agonist,CHO-K1 Ca antag,M1 PAM parental,CHRM1 antagonist,CHO-K1 Ca ag
CCc1nccn1CCC(=O)N1CCc2c([nH]c3ccccc23)C1CC(C)C (stereo not drawn),-7,-7,-18,-2,-1,-2,4,-2,0.5
CS(=O)(=O)Nc1cccc(-c2cn3c(n2)SCC3)c1,-1,-37,-7,12,1,2,-8,5,-0.2
N#Cc1cccnc1N1CCN(C(=O)c2ccco2)CC1,-4,-17,-24,3,8,-9,19,-9,0.7
O=C(c1cc2nc(-c3ccccc3)cc(C(F)(F)F)n2n1)N1CCN2CCCC2C1 (stereo not drawn),-9,-17,-10,6,0,-4,13,-12,2.9
CC(C)(C)c1csc(N/N=C/c2ccc(O)cc2)n1,-2,10,-1,1,0,-16,13,-3,1.6
Cc1ccc(C2Nc3ccccc3C(=O)N2Cc2ccco2)cc1 (stereo not drawn),-3,-2,-39,5,6,-6,16,-26,0.1
CC1(c2ccccc2Cl)NC(=O)N(CC(=O)Nc2ccc(N3CCCCC3)cc2)C1=O (stereo not drawn),-1,-11,-22,2,0,-6,-8,1,1.6
CCOc1ccccc1OCCn1ncc2ccc(OC)c(OC)c2c1=O,-1,-5,-7,-2,8,3,-3,-6,0.7
COc1cc(C)c(CN2CCN(c3ncccn3)CC2)cc1C,-8,-35,2,9,-2,-13,26,-20,0.9
O=[N+]([O-])c1cccc(Cl)c1NCCNS(=O)(=O)c1ccccc1,-4,3,-14,-4,7,12,-6,11,0.3
C/C(=C/c1ccccc1)C(=O)N1CC(C)OC(C)C1 (stereo not drawn),-7,0,-8,11,9,-4,6,-9,-0.2
CCc1c(C)nc2c(OC)cccc2c1Cl,-3,18,-20,9,1,-18,17,-6,0.1
Cc1c(C(=O)N2CCN(c3ccccn3)CC2)cccc1[N+](=O)[O-],-5,1,-11,15,1,-7,14,-17,1.3
COc1ccc2cc(-c3cc(C(=O)O)c4ccccc4n3)ccc2c1,-4,2,-11,2,6,-3,9,-14,-0.3
CCCCN1CC(N(C)CCN(C)C)CS1(=O)=O (stereo not drawn),-10,-6,nt,11,2,6,25,-20,0.8
COc1ccc(-c2ccc(C(=O)NCc3ccc(F)c(F)c3)c3occc23)c(C)c1,-5,24,nt,-4,3,-11,15,3,3.1
O=C(CSc1nnc(CNc2ccc(Cl)cc2)o1)Nc1nc2c(s1)CCCC2,-6,5,-27,6,5,-2,17,-5,-0.5
COCCNc1c([N+](=O)[O-])c(=O)n(-c2ccccc2)c2ccccc12,-4,-6,-4,0,7,4,13,-1,0.1

# Structures listed so far that contain a thiophene ring, fused or not:
SMILES,M1 ag,TAAR1 antagonist,CHO parental Ca,CHRM1 PAM,TAAR1 agonist,CHO-K1 Ca antag,M1 PAM parental,CHRM1 antagonist,CHO-K1 Ca ag
CN(Cc1ccsc1)C(=O)CCc1nnc(Cc2c[nH]c3ccccc23)o1,-4,2,-20,-4,7,0,4,1,0.4
[O-]/C(=C(\C(=S)Nc1ccc(SC(F)F)cc1)[n+]1cccc(CO)c1)c1ccc(Cl)s1,-8,-1,-1,0,3,-2,5,3,0.4
O=c1c2ccccc2nc(-c2cccs2)n1-c1ccc2ccccc2c1,-4,8,-17,-4,0,-1,2,11,1.8
CN(C)CCN(Cc1ccco1)S(=O)(=O)c1ccc(-c2ccc(=O)[nH]n2)s1,-5,-7,-6,17,0,5,-12,-8,-0.2
CCOC(=O)N1CCN(C(=O)c2cc3c(s2)-c2c(C)cccc2OC3)CC1,-4,-19,-27,12,-1,-22,7,-9,1.5
